TEAD-YAP block – TEAD-YAP interaction inhibition. HEK-TIYL cells, TEAD-Gal4/YAP UAS-luciferase luminescence. hit rate 1.4% among 640,000. inhibition, % at 9.12 µM; in the data active means inhibition above about 32%;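 further: 0% = median of test compound wells and 100% = reference inhibitor wells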
MITF primary – human MITF inhibition, primary screen | AlphaScreen MITF homodimerization, bead proximity signal | O75030 | hit rate 0.91% among 650,000 | inhibition, % at 2.6 µM | AID 1259374; in the data active means inhibition above about 50%;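 further: 0% = vehicle wells with protein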
GPR151 ag – activates the human receptor GPR151; PathHunter beta-arrestin GPR151 cells, luminescence; hit rate 1% among 650,000; Q8TDV0; AID 1508602; activation, % at 11.2 µM; in the data active means activation above about 4.9%;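 further: 0% = median of compound wells and 100% = cells with positive control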
Target sequence (Q8TDV0 whole entry, looked up): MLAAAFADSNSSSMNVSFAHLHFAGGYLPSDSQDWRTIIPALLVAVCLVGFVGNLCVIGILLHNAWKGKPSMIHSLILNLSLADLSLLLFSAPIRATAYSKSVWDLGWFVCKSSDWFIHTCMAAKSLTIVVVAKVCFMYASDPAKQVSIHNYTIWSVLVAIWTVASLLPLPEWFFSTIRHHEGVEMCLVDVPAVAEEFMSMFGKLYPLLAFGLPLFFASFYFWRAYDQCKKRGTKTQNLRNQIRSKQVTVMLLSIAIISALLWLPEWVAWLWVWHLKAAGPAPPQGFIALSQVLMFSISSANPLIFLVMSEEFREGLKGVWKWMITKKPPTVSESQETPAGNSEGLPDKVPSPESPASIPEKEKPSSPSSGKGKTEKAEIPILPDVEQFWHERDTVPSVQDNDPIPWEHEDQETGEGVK
FBW7 act – human FBW7 E3 ligase activation, primary screen. normalized activity (activation), % at 26.1 µM. AID 1259310. AlphaScreen FBW7–phospho-cyclin E peptide binding, activator screen. hit rate 0.13% among 650,000. Q969H0; in the data active means normalized activity above about 1.9%;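 further: purified mutant Fbw7 with reduced substrate affinity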
Target sequence (Q969H0 whole entry, looked up): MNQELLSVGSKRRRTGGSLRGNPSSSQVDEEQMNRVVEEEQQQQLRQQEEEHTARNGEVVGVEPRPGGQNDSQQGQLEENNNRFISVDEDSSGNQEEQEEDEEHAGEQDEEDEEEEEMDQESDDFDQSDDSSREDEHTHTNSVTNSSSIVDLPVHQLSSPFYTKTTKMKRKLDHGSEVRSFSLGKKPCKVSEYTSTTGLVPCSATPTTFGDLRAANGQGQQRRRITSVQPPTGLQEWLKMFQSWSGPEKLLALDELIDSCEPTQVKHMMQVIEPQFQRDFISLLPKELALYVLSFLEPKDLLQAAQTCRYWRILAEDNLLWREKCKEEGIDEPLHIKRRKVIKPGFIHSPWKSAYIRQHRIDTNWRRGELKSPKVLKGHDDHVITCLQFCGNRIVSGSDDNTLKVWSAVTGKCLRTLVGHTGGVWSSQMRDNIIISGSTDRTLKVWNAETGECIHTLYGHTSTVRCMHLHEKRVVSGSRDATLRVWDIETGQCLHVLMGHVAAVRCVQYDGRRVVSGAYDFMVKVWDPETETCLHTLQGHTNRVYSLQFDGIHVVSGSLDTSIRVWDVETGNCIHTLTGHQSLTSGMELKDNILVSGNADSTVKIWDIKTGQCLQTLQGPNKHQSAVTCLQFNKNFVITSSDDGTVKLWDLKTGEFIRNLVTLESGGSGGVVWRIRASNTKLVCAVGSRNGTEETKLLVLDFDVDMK
Numbers without * were called inactive.

SMILES	TEAD-YAP block	MITF primary	GPR151 ag	FBW7 act
O=S(=O)(c1ccc2ccccc2c1)N1CCN(C2CC3CCC2C3)CC1 (stereo not drawn)	7	24	-0.7	-0.1
Cc1cc(C)cc(NC(=O)CSc2nccn2C)c1	-5	6	-1.8	0.6
CCOc1ccccc1NC(=O)CN1C(=O)CC(c2ccco2)Sc2ccccc21 (stereo not drawn)	-3	15	-1.1	-0.1
CCOC(=O)N1CCC(NC(=O)c2cc3c(s2)CS(=O)(=O)C3)CC1	0	0	-0.5	0.1
CCOC(=O)CSc1nc2c(c(=O)n1C1CCOC(C)(C)C1)C1(CCCCC1)Cc1ccccc1-2 (stereo not drawn)	9	7	-0.5	0.3
O=C(Nc1cccc(C(=O)NN2S(=O)(=O)c3ccccc3S2(=O)=O)c1)c1ccc(F)cc1	-4	16	-8.1	0.1
NC(=O)c1ccsc1NC(=O)c1sc2ccccc2c1Cl	-29	-9	-3.9	0.2
N#C/C(=C\c1ccc([N+](=O)[O-])c(Cl)c1Cl)c1nc2ccccc2[nH]1	-8	-1	-1.4	-0.5
O=C(CN1CCC(n2nnc3cc(F)ccc32)CC1)NC1CCCCC1	-4	-7	0.4	0.1
Cc1ccc(C(=O)N/C(=C\c2ccco2)C(=O)NN2CCN(C)CC2)cc1C	6	-6	3.2	-0.1
CSc1nnc2c(n1)OC(c1ccccc1C)Nc1ccccc1-2 (stereo not drawn)	-3	1	0.8	0.1
CC(C)n1c(N2CCOCC2)nc2c(Nc3ccc(Oc4ccccc4)cc3)ncnc21	-19	9	1.8	0.1
CCc1ccc(OCC(=O)NNC(=O)Cn2cnc3ccccc3c2=O)cc1	-1	7	-1.8	0.5
CC(=O)/C(=C(/C)O)c1nc2ccccc2[nH]1	5	-3	0.0	0.0
O=C(N1CCC[C@@H](Cn2nc(-c3cccs3)ccc2=O)C1)C1(c2ccccc2)CC1	7	-10	3.0	0.4
CC(C)(C)c1ccc(-c2nc(N)c3c(=O)oc4ccccc4c3n2)cc1	9	-1	-0.5	-0.1
CCOC(=O)c1c(NC(=O)c2ccccc2C)sc2c1CCC2	3	10	0.6	0.0
O=C(CC(NC(=O)c1ccccc1)c1ccccc1)OCc1ccccc1 (stereo not drawn)	1	4	0.3	0.0
Cc1nnc(SCC(=O)NNC(=O)c2ccccc2)n1Cc1ccccc1	-8	-2	-0.6	0.0
Cc1cc(OS(=O)(=O)c2cn(C)c(=O)n(C)c2=O)ccc1Cl	4	3	-1.7	0.3
CC1(C)CC(=O)c2sc(NC(=O)CS(=O)(=O)c3ccc(Cl)cc3)nc2C1	5	-2	-1.7	-0.1
CCOC(=O)c1oc2ccccc2c1NC(=O)C1CCCCC1	-4	10	-0.4	1.1
O=C(CCCC(=O)NCCO)NCCO	3	10	-1.5	0.1
COc1ccc2oc(C)c(NC(C)=O)c2c1	1	8	4.0	0.2
Cn1cnnc1SCC(=O)Nc1cccc(C(F)(F)F)c1	11	-5	-0.6	0.8
COc1cc(NC(=O)c2ccccc2Cl)c2ncccc2c1	6	3	2.0	0.0
Cc1cc(NC(c2cccc(Br)c2)c2ccc3cccnc3c2O)no1 (stereo not drawn)	84*	17	4.1	-1.0
O=C1NCC2=C1C(c1ccc(O)cc1)Nc1ccccc1N2 (stereo not drawn)	-7	10	-1.3	-0.1
O=C(NC1CCCCC1)NC1CCN(Cc2nnnn2Cc2ccco2)CC1	0	-13	-1.4	-0.2
Cc1ccc(CSCC2Nc3ccc(C(=O)N4CCC5(CC4)OCCO5)cc3NC2=O)cc1 (stereo not drawn)	10	11	-1.0	0.2
CN(C)c1cccc(Nc2ccc(-n3cc(CC(=O)NCc4nc5ccccc5[nH]4)c4ccccc43)nn2)c1	-6	4	0.1	-0.2
COc1ccc(N2CCN(C(=O)c3cc4cc5ccc(OC)cc5nc4o3)CC2)cc1	3	6	-0.4	0.1
CCCc1nn(CC(=O)NC(C)C)c(=O)c2cc3ccsc3n12	6	7	0.8	0.1
CCOC(=O)C1CCN(Cn2c(=S)oc3ccc(S(=O)(=O)CC)cc32)CC1	-3	-2	1.0	0.0
COc1ccc(C(=O)c2oc3ccc(Br)cc3c2NC(C)=O)cc1	1	-4	0.4	-0.2
Cc1ccc(Cn2c(NCC(C)O)nc3c2c(=O)n(C)c(=O)n3C)cc1 (stereo not drawn)	-6	-53	1.0	0.1
COc1cc(C2C=C(c3ccc(F)cc3)Nc3ncnn32)ccc1OC(F)F (stereo not drawn)	11	-8	0.0	-0.1
CC(=O)c1ccc(N2C(=O)c3ccc(Br)cc3C2=O)cc1	-9	8	0.9	-0.1
COc1ccc(OCc2nnc(SCC(=O)Nc3cccc(C(C)=O)c3)o2)cc1	1	15	0.8	-0.1
Cc1ccc(C)c(N2C(=O)c3ccc(Oc4cccc(N)c4)cc3C2=O)c1	13	5	1.1	-0.1

Reformatted bar-delimited: part of the list above.
smiles | TEAD-YAP block | MITF primary | GPR151 ag | FBW7 act
CC1(C)CC(=O)c2sc(NC(=O)CS(=O)(=O)c3ccc(Cl)cc3)nc2C1 | 5 | -2 | -1.7 | -0.1
CCOC(=O)c1oc2ccccc2c1NC(=O)C1CCCCC1 | -4 | 10 | -0.4 | 1.1
O=C(CCCC(=O)NCCO)NCCO | 3 | 10 | -1.5 | 0.1
COc1ccc2oc(C)c(NC(C)=O)c2c1 | 1 | 8 | 4.0 | 0.2
Cn1cnnc1SCC(=O)Nc1cccc(C(F)(F)F)c1 | 11 | -5 | -0.6 | 0.8
COc1cc(NC(=O)c2ccccc2Cl)c2ncccc2c1 | 6 | 3 | 2.0 | 0.0
Cc1cc(NC(c2cccc(Br)c2)c2ccc3cccnc3c2O)no1 (stereo not drawn) | 84* | 17 | 4.1 | -1.0
O=C1NCC2=C1C(c1ccc(O)cc1)Nc1ccccc1N2 (stereo not drawn) | -7 | 10 | -1.3 | -0.1
O=C(NC1CCCCC1)NC1CCN(Cc2nnnn2Cc2ccco2)CC1 | 0 | -13 | -1.4 | -0.2
Cc1ccc(CSCC2Nc3ccc(C(=O)N4CCC5(CC4)OCCO5)cc3NC2=O)cc1 (stereo not drawn) | 10 | 11 | -1.0 | 0.2
CN(C)c1cccc(Nc2ccc(-n3cc(CC(=O)NCc4nc5ccccc5[nH]4)c4ccccc43)nn2)c1 | -6 | 4 | 0.1 | -0.2
COc1ccc(N2CCN(C(=O)c3cc4cc5ccc(OC)cc5nc4o3)CC2)cc1 | 3 | 6 | -0.4 | 0.1
CCCc1nn(CC(=O)NC(C)C)c(=O)c2cc3ccsc3n12 | 6 | 7 | 0.8 | 0.1

Later entries
SMILES	TEAD-YAP block	MITF primary	GPR151 ag	FBW7 act
Fc1ccc(NCc2cccnc2)cc1Cl	1	-24	1.3	0.3
CCC(C)NC(C(=O)Nc1ccc(Cl)c([N+](=O)[O-])c1)c1ccccc1 (stereo not drawn)	7	33	4.9	-0.4
O=C(O)CCN1C(=O)c2ccc(S(=O)(=O)c3ccc(C(=O)O)cc3)cc2C1=O	-6	12	-1.2	-0.1
CNC(=S)N/N=C(\C)c1ccccc1OC	2	10	-0.3	-0.3
Cc1cc(C)nc(/N=C(\N)Nc2ccc(F)c([N+](=O)[O-])c2)n1	18	0	0.4	0.2
Cc1ncc(CN2CCN(C3CCCC3)C(CCO)C2)s1 (stereo not drawn)	3	-8	-0.2	0.1
Cc1noc(C)c1S(=O)(=O)N(CC(=O)NC1CCCCC1)c1ccc(C(C)C)cc1	5	-2	-0.7	0.2
Cc1nc(=S)c2c(=O)n(C)c(=O)n(CC(C)C)c2[nH]1	-4	5	1.3	-0.1
O=C1c2cccc3c([N+](=O)[O-])ccc(c23)C(=O)N1Nc1ccc([N+](=O)[O-])cc1[N+](=O)[O-]	-4	5	-0.4	0.2
O=C(Nc1ccc([N+](=O)[O-])cc1)Nc1nc(-c2nc3ccccc3s2)cs1	-11	2	1.8	0.0
CCN(CC)CCNC(=O)c1cc(Nc2ccc(OC)c(OC)c2)nc2ccccc12	-4	-5	1.5	-0.2
Cc1cccc(-n2c(O)c(C=NCc3cccs3)c(=O)[nH]c2=O)c1C	3	5	-1.1	0.1
COc1ccc(OC(C)C(=O)Nc2ccc(F)cc2)cc1 (stereo not drawn)	7	11	0.3	-0.4
Nc1c(C(=O)NCc2ccc(F)cc2)nnn1Cc1ccc(Cl)cc1	2	-19	0.7	0.0
O=S1(=O)CC(O)C(NCc2ccccc2)C1 (stereo not drawn)	2	7	-0.8	0.1
COc1ccc(NC(=O)CNC(=O)c2cccs2)cc1Cl	-2	12	-0.5	0.4
Fc1cccc(-c2nnc(-c3ccc(OCc4cccc(Br)c4)cc3)o2)c1	-1	-1	0.0	0.0
CCCn1c2c(c(=O)n(C)c1=O)C(=O)/C(=C/c1coc3ccc(F)cc3c1=O)N2	-5	22	0.0	0.3
Cc1cc(C)c(NC2=CC(=O)CC(C)(C)C2)c(C#N)c1	-8	2	0.4	0.0
COc1cc(/C=C(/NC(C)=O)C(=O)Nc2cccc([N+](=O)[O-])c2)ccc1OC(C)=O	0	2	1.5	0.0
Cc1nn(C(C)C(N)=O)c(=O)c2cc3ccsc3n12 (stereo not drawn)	-3	-8	0.3	-0.1
Cc1cccc(N2CN=c3s/c(=C4\C(=O)Nc5ccccc54)c(=O)n3C2)c1	-1	-3	1.7	-0.1
CCOC(=O)C1=C(O)/C(=C/c2ccc(O)cc2)N=C1C	8	1	1.0	0.1
COc1ccc(CNC(=O)Cc2c(C(=O)O)[nH]c3ccccc23)cc1	-10	-9	0.0	0.0
C=CCNC(=O)/C(=C/c1ccc(-c2ccc(Br)cc2)o1)NC(=O)c1ccc(C)cc1	7	10	-1.0	0.0
CC(=O)C1=C(C)NC(S)=C(C#N)C1c1ccc(O)cc1 (stereo not drawn)	-6	10	-0.8	0.0
COc1ccc(OCCCC(=O)Nc2nc3ccc(OC)cc3s2)cc1	-8	10	0.5	0.2
CNC(=S)Nc1ccc(OC)c(OC)c1	10	17	-1.5	0.2
CCC(C)NC(=O)CCS(=O)(=O)c1cc2c(cc1Cl)NC(=O)CO2 (stereo not drawn)	2	-2	-0.3	-0.1
CC(=O)Nc1ccc(NC(=O)CN2c3cccc4cccc(c34)S2(=O)=O)cc1	-1	1	2.0	0.2
Cc1ccc(NC(=O)C(C)NC(=O)C(c2ccccc2)c2ccccc2)cc1C (stereo not drawn)	4	-2	0.0	-0.1
Cc1ccc(-c2ccc(OC(=O)c3ccccc3I)c(C)c2)cc1	4	4	-0.7	-0.1
O=C(Cc1cn(-c2ccc(N3CCN(c4ccccn4)CC3)nn2)c2ccccc12)NCc1ccccc1	-24	0	-2.4	-0.1
NS(=O)(=O)c1ccc(NC(=S)NCc2ccccc2)cc1	4	-1	0.0	0.1
O=C(CN1CCCc2ccccc21)N/N=C/C=C\c1ccccc1	16	13	-0.7	0.0
CCCc1cc(C(=O)Cc2ccc3c(c2)OCCO3)c(O)cc1OC	-8	0	0.7	-0.1
Cc1cc(Cl)ccc1Nc1ncnc2ccccc12	-1	0	1.1	-0.3
Cc1ccccc1Cn1c(SC(C)C(=O)O)nc2c1c(=O)n(C)c(=O)n2C (stereo not drawn)	4	6	-0.4	0.0
Cc1nc2ccccc2n1C(=O)CCCC(=O)O	2	9	0.5	0.0
CCCCNc1c(C(=O)OCC)cnc2c(OC)cccc12	15	11	2.6	0.0
CC(=O)Nc1ccc(CN2CCCC(N(C)CCc3ccccc3)C2)cc1 (stereo not drawn)	-1	11	2.0	0.0
Cc1ccccc1C(=O)NCCN1CCn2cc(OCc3ccccc3)c(=O)cc2C1=O	2	8	2.2	0.1
COc1ccc(OC)c(N2C(=O)NC(=O)/C(=C/c3ccc(C)o3)C2=O)c1	-5	20	-0.9	0.3
CCC(=O)N(Cc1ccc2c(c1)OCO2)Cc1nc2ccccc2c(=O)[nH]1	-13	13	-0.4	-0.1
CC(C)CCNC(=O)CSc1nc2ccsc2c(=O)n1C1CCCCC1	7	-8	0.1	0.0
COCCCn1nnnc1SCC(=O)Nc1nc(C)c(C)s1	-12	19	-1.0	0.0
CCn1c2ccccc2c2nnc(NCc3cccc(OC)c3)nc21	-4	3	1.2	0.9
COc1ccc(OCC2c3cc(OC)c(OC)cc3CCN2C(=O)c2cc(Cl)ccc2[N+](=O)[O-])cc1 (stereo not drawn)	-10	15	0.0	-0.1
CC(C)NC(=O)C1CCN(C2CCN(Cc3ccc4cccc(F)c4n3)CC2)CC1	-11	-3	1.3	-0.1
COc1cccc(C(=O)Nc2c3c(nn2-c2cccc(C)c2C)CSC3)c1	8	12	-2.1	0.8
COc1cccc(C(=O)Nc2ccc(NC(=O)c3cccs3)nc2)c1	-52	16	-1.2	0.0
Cc1ccc2ncc(C(=O)Nc3cccc(F)c3)c(=O)n2c1	-7	10	-0.3	0.0
Cc1ccc(S(=O)(=O)n2cc(/C=C(\C#N)C(N)=O)c3ccccc32)cc1	2	19	-0.9	0.7
CCCOc1ccc(-c2cn3ccccc3n2)cc1	79*	0	-8.0	0.0
O=C(CSc1nncc(=O)[nH]1)Nc1ccc2c(c1)OCO2	10	-16	-0.8	-0.1
Cc1ccccc1-c1nc(CN2CCC(C(=O)NC(C)C)CC2)c(C)o1	-17	-21	-0.2	1.0
CCCNC(=O)CCCOc1ccc(Cl)cc1Cl	-4	12	13*	0.2
O=C(COc1ccc(Br)cc1)NCCO	11	1	1.7	0.1
CCC(C)NC(=O)Cn1cc2c(n1)CCCCC2 (stereo not drawn)	-6	0	0.3	-0.2
CC(Sc1nnc2ccccn12)C(N)=O (stereo not drawn)	-4	1	1.7	0.1
COc1ccc(-c2nnc3ccc(SCC(=O)NCCc4ccccc4)nn23)cc1	-4	-8	-0.5	-0.1
O=C(Nc1ccccc1Cl)C(Cl)=C(Cl)Cl	14	13	0.5	0.1
CCSc1ccccc1C(=O)N1CCN(CCn2cccn2)CC1	20	8	-0.4	0.4
